Compound activity from PubChem BioAssay.
Lipid storage S3: qHTS Assay for Lipid Storage Modulators in Drosophila S3 Cells | Drosophila S3 cells, BODIPY lipid droplet fluorescence, 18-24 h; cells fed with added oleic acid | lipid storage change, negative = inhibition, % at the top dose, mostly 46.1 µM; hits show Potency in µM | 320,000 compounds, 0.64% hits; active means well fitted inhibition curve with a large enough effect in the signal ratio, with a control signal flat, not every such curve was filed as active; inconclusive means small, poorly fitted or top-dose-only effect, or effect the other way, or a change in a side signal; the % refers to the signal ratio
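Laser-scanning cytometry quantifies lipid droplet accumulation (500–530 nm total intensity; droplet/cell object ratio) in oleic acid-fed (400 uM added) Drosophila S3 cells treated with a concentration series. 20 uM Triacsin C defined 100% inhibition.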
Lipid storage S3 cell count max: second read-out of Lipid storage S3, no call of its own (marks repeat the call); cell number change, %; measured here: cell count max response;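 cells counted by Cell Tracker Red CMTPX staining in the red channel; peak over a dose series mostly up to 46.1 µM; percent activity relative to internal control wells on each plate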
Active calls of the source: *; i = inactive; ? = inconclusive; . = no result given; [ ] = another dose, or the depositor's remark. On the % scale 0 is the no-effect control and ±100 the full control effect; potency means the concentration at half of the fitted maximal effect. Only part of the results is shown; count on the stated rates, not on these rows.

SMILES	Lipid storage S3	Lipid storage S3 cell count max
CCC(C)NC(=O)CSc1nnc(-c2c[nH]c3ccccc23)o1 (stereo unspecified)	i	.
COc1ccc(NC(=O)CSc2nc(SC)ns2)cc1	?	.
COc1cccc(C2CC(=O)Nc3n[nH]c(-c4ccccc4)c32)c1OC (stereo unspecified)	0%	7
CCC(Sc1nnnn1-c1ccccc1)C(=O)Nc1nc2ccccc2s1 (stereo unspecified)	-2%	-9
S=C(NCCc1ccccc1)N1CCN(Cc2ccccc2)CC1	?	.
Cc1ccc(S(=O)(=O)c2nc(S(=O)(=O)c3ccccc3)sc2N2CCN(CCO)CC2)cc1	-19%	16
CC1CCc2[nH]c3ccc(C(=O)Nc4ccc(C(=O)N(C)C)cc4)cc3c2C1 (stereo unspecified)	?	.
O=C(NC1CCC1)C1CCC(=O)N(Cc2ccccc2F)C1 (stereo unspecified)	?	.
CCOC(=O)c1ccc(N2Cc3ccccc3C2)cc1O	i	-1
O=C(CN1CCC(n2nnc3cc(F)ccc32)CC1)NCCc1ccccc1	0%	6
COc1ccc(OC)c(S(=O)(=O)N2CCCC(C(=O)N3CCCCCC3)C2)c1 (stereo unspecified)	3.3µM*	-14*
COCCN(C(=O)COC(=O)c1c(NC(C)=O)sc(C)c1C)c1c(N)n(Cc2ccccc2)c(=O)[nH]c1=O	?	.
CCC(C)[C@H](NS(=O)(=O)c1ccc(C)cc1)C(=O)N1CCC(C(=O)N[C@H](C(=O)O)c2ccccc2)CC1 (stereo partly specified)	27%	2
CCC(Sc1nnnn1-c1ccccc1)C(=O)NC(C)c1ccccc1 (stereo unspecified)	?	.
Cc1nn(-c2ccc(C(=O)O)cc2)c2c1C(=O)CC(C)(C)C2	?	.
COCCNC(=O)c1cccc2c1-c1ccccc1C2=O	-8%	-10
Cc1cc(-c2nnc(CCC(=O)N3CCN(Cc4cccnc4)CC3)o2)c(C)o1	2%	-3
CCN(CC)S(=O)(=O)c1cccc(NC(=O)c2ccc(C#N)cc2)c1	17%	.
Cc1cccc(OCc2nnc(SCc3cc(=O)n4cc(Br)ccc4n3)o2)c1	16%	-18
COc1ccc(-c2noc(-c3ccccc3F)n2)cc1	?	.
O=C(CSc1nc2c(c(=O)[nH]1)CN(Cc1ccc(F)cc1)CC2)Nc1ccc(F)cc1	9%	.
CCOC(=O)/C=C/[C@H]1CC(c2ccccc2)(c2ccccc2)CO1	i	-8
Cc1ccc2c(Cl)c(C(=O)Nc3cc(C)on3)sc2c1	?	.
O=C(CCn1nc(-c2ccc(Cl)cc2)c2ccccc2c1=O)NCCN1CCOCC1	1%	0
NC(=O)c1ccc(-c2noc(-c3ccccc3F)n2)cc1	-9%	-20
Cn1ncc(Br)c1C(=O)OCC(=O)Nc1nc(-c2ccccc2)cs1	-13%	-14
CCOc1ccc(N2C(=O)CC(N(CCc3ccc(OC)c(OC)c3)C(=S)Nc3ccccc3)C2=O)cc1 (stereo unspecified)	-1%	2
CCc1ccc(-c2cn(C3CCCCC3)c(=S)[nH]2)cc1	0%	-5
Cc1nc(C)n(CC(C)C(=O)N2CCN(S(=O)(=O)c3ccccc3)CC2)n1 (stereo unspecified)	i	-4
CSCCC(NS(=O)(=O)c1ccc(Cl)cc1)C(=O)OCC(=O)N1CCOCC1 (stereo unspecified)	?	.
O=C(c1ccccc1S(=O)(=O)NCc1ccccc1)N1CCCCC1	?	.
COc1ccc(-c2nnc3sc(-c4ccco4)nn23)cc1OC	?	.
CCc1cccc2sc(N(CCCN3CCOCC3)C(=O)CS(=O)(=O)c3ccccc3)nc12	2%[0.0737 µM]	-6
CCc1ccccc1NC(=O)CCOc1ccccc1	?	.
O=C(c1csc2ccccc12)N1CCN(c2ccc(Cl)c(Cl)c2)CC1	?	.
COc1cc(CNCCCO)ccc1OCC(=O)NC(C)(C)C	?	.
CCN(CC)CCCN(C(C)=O)c1nc(-c2cc(OC)ccc2OC)cs1	11%	-17
O=C(Cc1cccs1)Nc1nnc(SCC(=O)N2CCCCC2)s1	i	2
Cc1cccc(N2C(=O)N3[C@@H]4c5ccccc5OC[C@@H]4[C@@H](c4ccccc4)[C@]3(C)C2=O)c1	?	.
O=C(NCCOCc1ccccc1)C(c1ccccc1)c1ccccc1	?	.
Cc1ccc(Cl)cc1N1CCN(S(=O)(=O)c2c(C)nc3scc(C)n3c2=O)CC1	-7%	18
O=C(NCC1CCCCC1)c1ccc(F)cc1Cl	?	.
COc1ccc(C(=O)Nc2ccc3[nH]c(-c4cccc(OC)c4)cc(=O)c3c2)cc1	-3%	5
Cc1cc(C(=O)N/N=C/c2cc(Br)ccc2OC(=O)c2ccccc2)n[nH]1	i	.
O=C(CSc1ccc(-c2ccco2)nn1)N1CCCCCC1	-7%	-15
Cn1c(=O)cc(OCCCC(=O)N2CCCCC2)c2ccccc21	5%	2
Cc1ccc(S(=O)(=O)N2CCOC2CNC(=O)C(=O)NCCN(C)C)cc1 (stereo unspecified)	?	.
Cc1ccsc1/C=N/NC(=O)c1cccnc1	?	.
CCc1nc2ccccc2c(C(=O)OCC(=O)Nc2cccc(S(=O)(=O)N3CCOCC3)c2)c1C	?	.
Cc1cc(N2CCCC2=O)ccc1S(=O)(=O)N1CCOCC1	-4%	-1
Cc1ccc(NC(=O)C(=O)c2cn(CC(=O)N3CCCCC3)c3ccccc23)cc1	-2%	1
COC(=O)c1ccc2ccccc2c1OC1OC(CO)C(O)C(O)C1NC(C)=O (stereo unspecified)	?	.
Cc1ccc(NC(=O)CN(C)C(=O)Cc2c(Cl)cccc2Cl)cc1	i	13
COc1ccc(-c2csc(NC(=O)C3CSC4(C)CCC(=O)N34)n2)c(OC)c1 (stereo unspecified)	?	.
Cc1ccccc1Nc1nnc(C)c(=O)n1N	-24%	5
Cc1ccc(S(=O)(=O)NCc2ccccc2)cc1C(=O)N(C)Cc1ccccc1F	?	.
O=C(NC1CCCCCC1)C1CCCN(S(=O)(=O)c2cccs2)C1 (stereo unspecified)	?	.
CC1CCC2=NN(C(=O)c3ccco3)C(O)(C(F)(F)F)C2C1 (stereo unspecified)	0%	-16
O=C(c1ccc(S(=O)(=O)c2cccc(Cl)c2)c([N+](=O)[O-])c1)N1CCN(Cc2ccccc2)CC1	-8%	-17
C/C=C(\C)CN1CCCC(CO)(Cc2ccccc2)C1 (stereo unspecified)	?	.
Further results
SMILES	Lipid storage S3	Lipid storage S3 cell count max
O=C(NCCN=C1NS(=O)(=O)c2ccccc21)c1ccccc1	?	.
Cc1ccc(-c2nc(SCC(=O)N(C)c3c(N)n(Cc4ccccc4)c(=O)[nH]c3=O)n[nH]2)cc1	?	.
COC(=O)C(Cc1ccccc1)NC(=O)c1cccc(S(=O)(=O)N(C)C)c1 (stereo unspecified)	?	.
Cc1nn2cc(-c3ccc(N)cc3)nc2s1	?	.
COc1ccccc1N1CCN(C(=O)c2ccc3[nH]c4c(c3c2)CCCC4)CC1	?	.
O=C(Nc1sc(-c2ccccc2)cc1C(=O)O)c1ccccc1	9%	16
O=C(NC(Cc1ccccc1)C(=O)O)/C(=C/c1ccco1)NC(=O)c1cccc([N+](=O)[O-])c1 (stereo unspecified)	-3%	0
c1ccc(COC2CCCN(Cc3nc(-c4cccs4)no3)C2)nc1 (stereo unspecified)	11%	11
NC(=O)C1CCN(c2nc(-c3ccc(F)cc3)cs2)CC1	?	.
COC(=O)c1cccc(NC(=O)NC(=O)c2ccccc2Cl)c1	0%	-8
Cc1ccc(S(=O)(=O)N2CCC(C(=O)NCCCOC(C)C)CC2)cc1	-1%	-7
O=C(c1cccs1)N1CCN(C(=O)C(c2ccccc2)c2ccccc2)CC1	-11%	-1
COc1ccc(CN2CC(C(=O)N3CCOCC3)CC2=O)cc1 (stereo unspecified)	?	.
COc1ccccc1-c1nnn(C/C(N)=N/O)n1	?	.
CCCCNS(=O)(=O)c1cccc(S(=O)(=O)N2CCCC2)c1	?	.
O=C(COC(=O)c1ccc([N+](=O)[O-])cc1Cl)Nc1cccnc1Cl	-9%	.
COc1ccccc1NS(=O)(=O)c1cccc(NC(=O)Nc2cccc(Cl)c2)c1	?	.
O=C1NC2(CCCCC2)N=C1c1ccccc1	0%	3
CCCC(=O)N1c2ccccc2[C@@H](N(C(C)=O)c2ccccc2)C[C@H]1C	?	.
Cc1onc(-c2ccccc2)c1C(=O)Nc1ccc(S(=O)(=O)NC2=NCCCCC2)cc1	?	.
Cc1ccc(S(=O)(=O)CC(=O)Nc2nnc(C)s2)cc1	?	.
CCCCNC(=S)NNC(=O)c1csc(C)c1	15%	6
O=C1NCCCC1C(=O)Nc1ccccc1C(F)(F)F (stereo unspecified)	?	.
CCOC(=O)N1CCC(=NNC(=O)COc2cccc(C)c2)CC1	3%	-6
COc1cc(NC(=O)c2ccc(F)cc2)c(OC)cc1Cl	6%	1
Cc1cc(C)nc(SCC(=O)c2ccc(O)c(O)c2)n1	?	.
COc1ccccc1CNc1ncnc2c1cnn2-c1ccccc1	8%	-12
COc1cc(NC(=O)C2=C(N3CCOCC3)/C(=C\c3ccc(Br)cc3)CC2)cc(OC)c1OC	6%	3
O=C(c1cc2cc(Cl)ccc2[nH]1)N1CCN(c2ccccn2)CC1	?	.
CCOc1ccccc1NC(=O)CCNS(=O)(=O)c1cccc2nsnc12	?	.
CCC(=O)Nc1cccc(C2=NOC3(C2)C[C@@H](C(N)=O)N(C(=O)CC)C3)c1 (stereo partly specified)	-4%	.
COc1ccc(S(=O)(=O)N2CCCC(C(=O)NCc3ccncc3)C2)cc1Cl (stereo unspecified)	?	.
O=C1Nc2ccccc2CCC1Sc1nnc(-c2ccc(Cl)cc2)s1 (stereo unspecified)	?	.
O=C(CCSc1nc2ccccc2o1)Nc1ccccc1	0%	-19
C=CCOc1cccc(/C=C2\C(=O)N(Cc3ccc(C)cc3)C(C)=C2C(=O)OC)c1	?	.
COc1cccc(C2C(C#N)=C(N)OC3=C2C(=O)CCC3)c1OC(=O)c1ccco1 (stereo unspecified)	i	.
CCOC(=O)c1c(C)[nH]c(C)c1S(=O)(=O)NC(C)Cc1ccco1 (stereo unspecified)	?	.
COc1ccc(NS(=O)(=O)c2c(C)[nH]c(C)c2C(=O)N2CCCCC2)cc1Cl	10%	-16
O=S(=O)(NCc1ccccc1)c1ccc(Cl)cc1	-5%	-16
Cc1ccc(-c2cn(C[C@H]3CC[C@@H]([C@@H]4CC[C@H](Cn5cc(-c6ccc(C)cc6)nn5)O4)O3)nn2)cc1	?	.
COc1cccc(C2/C(=C(\O)c3c(C)nc4c(C)cccn34)C(=O)C(=O)N2CCCN(C)C)c1OC (stereo unspecified)	?	.
CNC[C@H](Cc1ccccc1)NC[C@@H](Cc1cccc2ccccc12)NCCc1ccc(C)cc1	?	.
O=C(C1=C(O)C(=O)N(CCCn2ccnc2)C1c1ccccc1)c1ccco1 (stereo unspecified)	-22%	-1
Oc1ccc[n+](CC(O)c2ccccc2)c1 (stereo unspecified)	?	.
Cc1nc2ncnn2c(C)c1CCC(=O)NCCCN1CCN(c2cccc(Cl)c2)CC1	i	.

Quoted at random: 6 compounds from above, in no set order.
SMILES	Lipid storage S3	Lipid storage S3 cell count max
CCc1nc2ccccc2c(C(=O)OCC(=O)Nc2cccc(S(=O)(=O)N3CCOCC3)c2)c1C	?	.
c1ccc(COC2CCCN(Cc3nc(-c4cccs4)no3)C2)nc1 (stereo unspecified)	11%	11
O=C(CSc1nc2c(c(=O)[nH]1)CN(Cc1ccc(F)cc1)CC2)Nc1ccc(F)cc1	9%	.
O=C(Cc1cccs1)Nc1nnc(SCC(=O)N2CCCCC2)s1	i	2
O=C(Nc1sc(-c2ccccc2)cc1C(=O)O)c1ccccc1	9%	16
O=C(c1cc2cc(Cl)ccc2[nH]1)N1CCN(c2ccccn2)CC1	?	.

The listing picks up; the five compounds before the break are reprinted first.
SMILES	Lipid storage S3	Lipid storage S3 cell count max
COc1cccc(C2/C(=C(\O)c3c(C)nc4c(C)cccn34)C(=O)C(=O)N2CCCN(C)C)c1OC (stereo unspecified)	?	.
CNC[C@H](Cc1ccccc1)NC[C@@H](Cc1cccc2ccccc12)NCCc1ccc(C)cc1	?	.
O=C(C1=C(O)C(=O)N(CCCn2ccnc2)C1c1ccccc1)c1ccco1 (stereo unspecified)	-22%	-1
Oc1ccc[n+](CC(O)c2ccccc2)c1 (stereo unspecified)	?	.
Cc1nc2ncnn2c(C)c1CCC(=O)NCCCN1CCN(c2cccc(Cl)c2)CC1	i	.
CCn1nc(C)c(/C=N/NC(=O)c2ccoc2C)c1C	4%	-2
O=C(Nc1ccc(F)cc1)C(Sc1nnc2ccccn12)c1ccccc1 (stereo unspecified)	?	.
Nc1nc(C(=O)N2CCOCC2)nn1C(=O)c1ccc(Cl)cc1	17%	6
CN(C)c1c(F)cc(C(=O)NC(=O)NCc2cccnc2)cc1F	?	.
CC(C)Oc1ccc(CNC(=S)N/N=C/c2ccc([N+](=O)[O-])cc2)cc1	?	.
O=C1CC(N2CCN(c3cccc(C(F)(F)F)c3)CC2)C(=O)N1c1ccc(F)cc1 (stereo unspecified)	i	-20
